Pf growth 48h = inhibits P. falciparum growth in the first generation, 48 h; P. falciparum luciferase growth in erythrocytes, 48 h; Potency, µM (doses to about 28.7 µM), for inactives: at the top dose activity change, negative = inhibition, usual class: inhibitors; actives 5.9% (n = 310,000)
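Firefly luciferase activity from engineered P. falciparum reports growth; inhibitors lower the luminescent signal. Cultures contained 2% hematocrit erythrocytes at 0.1% final parasitemia.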
Tb PYK inh = T. brucei pyruvate kinase inhibition; Potency, µM (titrated, usually from 76.8 µM), without a hit: at the highest dose activity, negative = inhibition, usual class: inhibitors; TbPYK enzyme, Kinase-Glo Plus ATP luminescence, 45 min; actives 0.12% (n = 410,000); AID 624173; also: nearly all actives have a fitted effect of over 50% in size
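ADP (130 uM final) triggers the TbPYK reaction after compound addition; incubation is 45 min at room temperature. Kinase-Glo Plus is then added and luminescence imaged. Normalized data are fitted to concentration-effect curves.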
LmPK inh = blocks Leishmania mexicana pyruvate kinase activity. Q27686. purified LmPK, Kinase-Glo ATP luminescence, 1 h. Potency, µM (series often up to 57.5 µM), inactives show top-dose activity change, negative = inhibition, hits mostly inhibitors. actives 0.37% (n = 290,000)
Target sequence (Q27686 whole entry, looked up): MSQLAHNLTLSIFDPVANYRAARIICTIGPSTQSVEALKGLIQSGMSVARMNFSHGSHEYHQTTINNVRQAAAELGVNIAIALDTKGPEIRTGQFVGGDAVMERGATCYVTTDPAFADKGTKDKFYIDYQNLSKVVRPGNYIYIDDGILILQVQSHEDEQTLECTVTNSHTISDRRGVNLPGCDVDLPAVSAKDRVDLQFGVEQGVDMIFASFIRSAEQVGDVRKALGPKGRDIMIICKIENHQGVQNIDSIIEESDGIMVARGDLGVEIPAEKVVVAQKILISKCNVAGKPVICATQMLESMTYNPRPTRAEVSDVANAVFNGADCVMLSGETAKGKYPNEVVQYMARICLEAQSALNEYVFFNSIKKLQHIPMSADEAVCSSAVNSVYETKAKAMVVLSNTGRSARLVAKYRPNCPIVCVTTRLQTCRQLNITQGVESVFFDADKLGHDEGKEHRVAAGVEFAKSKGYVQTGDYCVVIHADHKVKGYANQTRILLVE
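In 50 mM imidazole pH 7.2 with 7 mM MgCl2, LmPK (0.1 nM) turned over PEP (0.5 mM) and ADP (0.1 mM) for 1 h at room temperature. Luciferase read-out of ATP.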
HCV inh = HCV inhibition. Huh7.5.1 HCVcc-Cre infection, luciferase reporter, 44 h. Potency, µM (top dose mostly 41.8 µM), without a hit: at the top dose activity change, negative = inhibition, most hits filed as inhibitors. actives 3.4% (n = 340,000). AID 651820
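Seed cells (1,000/well) for 4 h; treat with compound and infect with HCVcc-Cre, moi about 0.5. Incubate 44 h, then detect luciferase activity.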
Pf growth 96h = P. falciparum growth inhibition at 96 hour, primary screen for plastid delayed-death inhibitors. P. falciparum luciferase reporter growth, 96 h. Potency, µM (top dose mostly 28.7 µM), inactives show at the top dose activity change, negative = inhibition, actives largely listed as inhibitors. actives 6.9% (n = 320,000)
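Cell-based qHTS: luciferase-tagged P. falciparum in erythrocytes (2% hematocrit, 0.05% parasitemia final) incubated with compounds for 96 hours, 37 C, 5% CO2; luciferase detection reagent then added and luminescence measured.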
Sm TGR inh = blocks Schistosoma mansoni thioredoxin glutathione reductase | actives 3% (n = 360,000) | purified TGR, DTNB reduction, TNB absorbance 405 nm | Potency, µM (top dose mostly 114 µM), inactives show at the top dose activity change, negative = inhibition, usual class: inhibitors; also: nearly all actives have a fitted effect of over 60% in size
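Kinetic colorimetric format: TGR-catalysed, NADPH-driven DTNB reduction monitored via TNB absorbance. Enzyme dispensed at 20 nM; compound exposure 15 min at room temperature before reaction start.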
Starred values were filed as active, the others as inactive; u = inconclusive; x = not tested or not shown; & = joins results of further samples; [ ] = remark or other dose. Calls follow the shape of the dose curve; as a rule, active = well fitted curve in the direction sought with a large enough effect; inconclusive = small, poorly fitted or top-dose-only effect, or another doubt; inactive = no such curve, though single readings can be large; an effect the other way counts as inactive or inconclusive. % is scaled to controls: 0 for no effect and ±100 for the full control effect; potency is read from the fitted curve at half-maximal effect.

smiles	Pf growth 48h	LmPK inh	Pf growth 96h	Tb PYK inh	Sm TGR inh	HCV inh
Clc1ccc(CN2CCc3c([nH]c4ccccc34)C2)cc1Cl	u	-3.3%	u	8.6%	u	u
CSc1nc(O)c(C(c2ccc(O)cc2)c2c(O)nc(SC)[nH]c2=O)c(=O)[nH]1	-12.1%	-1.3%	35.5%[activator]	u	u	13.0%
CCNc1nc(NCC)nc(C(=O)OCCO)n1	x	0.4%	-25.6%	0.9%	3.9%	13.5%
CC1(C)CC(=O)C(C(=O)c2ccccc2)C(=O)C1	13.8%	4.3%	u	0.4%	u	11.4%
Cc1nc(C)c(-c2ccc(SCC(=O)Nc3cccc(Cl)c3C)nn2)s1	-28.6%	-1.2%	-19.6%	-6.6%	-1.0%	u
O=C(O)c1ccccc1C(=O)NCc1ccccc1	6.4%	-9.7%	x	-2.4%	3.4%	4.9%
CCc1[nH]c(=S)c(C#N)c2c1CCCC2	-4.8%	17.4%	3.4%	15.8µM*	-19.5%	30.8%[activator]
Cc1ccc(-c2cc(C(=O)N/N=C/c3ccccc3)n[nH]2)o1	-3.8%	-4.3%	u	3.1%	15.9%	-11.4%
O=C(NCc1ccc(Cl)cc1)c1ccc(Br)o1	21.8%	-0.9%	x	0.5%	0.3%	6.9%
O=C(Cc1ccc([N+](=O)[O-])cc1)N1N=C(C2CC2)CC1(O)C(F)(F)F (stereo not given)	-13.0%	2.8%	u	5.2%	0.7%	4.5%
NNC(=O)CNC(=O)C12CC3CC(CC(C3)C1)C2	5.8%	0.5%	-11.0%	-16.3%	5.4%	20.9%
CC1=C(C(=O)OC(C)C)C(c2ccccn2)n2ncnc2N1 (stereo not given)	-10.9%	3.8%	-10.1%	-3.0%	-0.1%	0.2%

Further structures follow.
smiles	Pf growth 48h	LmPK inh	Pf growth 96h	Tb PYK inh	Sm TGR inh	HCV inh
Nc1nc(SCC(=O)N2N=C(c3ccc(Cl)cc3)CC2c2ccco2)n[nH]1 (stereo not given)	u	7.2%	u	12.2%	-0.3%	7.0%
CNC(=O)CCCCC(=O)N/N=C/c1ccc(Cl)cc1Cl	-13.6%	2.1%	-10.2%	4.2%	-0.8%	-1.6%
COc1ccc(NC(=O)C2COc3ccccc3O2)cc1 (stereo not given)	3.0%	-4.6%	1.17µM*	1.4%	3.7%	7.3%
COc1cc(OC)cc(C(=O)N2CCN(c3ncccn3)CC2)c1	x	7.1%	-0.8%	10.7%	0.0%[11.4 µM]	17.8%
CC(C)(C)CC(=O)OCC(=O)Nc1cc(C(C)(C)C)nn1-c1ccccc1	u	-2.2%	x	0.7%	-2.4%	-17.6%
C[n+]1cnc(-c2ccccc2)cc1-c1ccccc1	-6.4%	1.1%	-9.1%	u	-8.2%	27.7%
Cc1cc(C)c2nc(NNC(=O)c3ccc(S(=O)(=O)N4CCCCC4)cc3)sc2c1	u	2.8%	4.65µM*	u	-5.1%	6.31µM*
COc1ccc(/C(C)=N/NC(=O)CNC(=O)/C=C/c2ccccc2OC)cc1	-10.8%	-1.5%	12.7%	3.3%	-18.1%	-27.8%
CCC(C)(C)NC(=O)CN(C(=O)c1snc(C(N)=O)c1N)c1ccc2c(c1)OCO2	u	4.4%	x	-22.3%	-29.3%	u
Cc1c(CCOC(=O)C23CC4(C)CC(C)(CC(C)(C4)C2)C3)sc[n+]1CC(=O)c1ccccc1	u	4.9%	10.0%	2.1%	x	11.5%
COc1cccc(C(=O)Nc2cc(C)ccc2NC(=O)COc2ccccc2)c1	u	0.9%	-19.8%	0.3%	0.0%	u
COc1ccccc1N1CCN(CCCNC(=O)C2CCCN(c3ncnc4c3nc3n4CCCCC3)C2)CC1 (stereo not given)	u	-8.1%	u	3.2%	-11.5%	12.6µM*

A draw from above in order of SMILES length, high to low.
smiles	Pf growth 48h	LmPK inh	Pf growth 96h	Tb PYK inh	Sm TGR inh	HCV inh
Cc1cc(C)c2nc(NNC(=O)c3ccc(S(=O)(=O)N4CCCCC4)cc3)sc2c1	u	2.8%	4.65µM*	u	-5.1%	6.31µM*
COc1cc(OC)cc(C(=O)N2CCN(c3ncccn3)CC2)c1	x	7.1%	-0.8%	10.7%	0.0%[11.4 µM]	17.8%
C[n+]1cnc(-c2ccccc2)cc1-c1ccccc1	-6.4%	1.1%	-9.1%	u	-8.2%	27.7%

New compounds follow:
smiles	Pf growth 48h	LmPK inh	Pf growth 96h	Tb PYK inh	Sm TGR inh	HCV inh
Cc1cc(=O)oc(C)c1C(=O)Nc1cnc2ccccc2c1	9.0%	0.1%	46.0%[activator]	1.5%	-3.2%	2.7%
COC(=O)c1cnc(NNC(=O)c2ccc([N+](=O)[O-])cc2)nc1C(F)(F)F	54.0%[activator]	-2.4%	-26.5%	-6.0%	-1.6%	-9.4%
ClC1=C(Cl)C2(Cl)C(CBr)CC1(Cl)C2(Cl)Cl (stereo not given)	0.4%	x	-6.5%	1.1%	x	x
O=C1C2C3C=CC(C3)C2C(=O)N1CNc1ccccn1 (stereo not given)	4.3%	8.4%	x	-5.1%	-4.9%	-5.2%
Fc1ccc(/C=N/Nc2nc3ccccc3[nH]2)cc1F	0.657µM*	1.8%	0.522µM*	-2.7%	-4.9%	u
COc1ccc(NC(=O)c2cn(C)c(=O)c3cc(OC)c(OC)cc23)c(OC)c1	-26.9%	0.5%	21.5%	0.4%	8.1%	-12.0%
Cc1nc2ccccc2nc1N1CCCC1	62.1%[activator]	-1.1%	51.7%[activator]	-0.5%	-1.1%	2.2%
CCc1ccc(NS(=O)(=O)c2ccc3oc(=O)ccc3c2)cc1	9.4%	-2.6%	-13.2%	-18.3%	7.7%	-22.2%
Cc1ccc(-c2c(C)sc3nc(CN4CCN(CC(=O)NC5CC5)CC4)[nH]c(=O)c23)cc1	10.4µM*	x	u	3.6%	-24.5%	-0.6%
O=c1cc(NCc2ccco2)[nH]c(=O)n1-c1ccc(Br)cc1	-7.0%	-6.2%	9.28µM*	-0.8%	-25.7%	5.9%
COc1ccccc1N1CCN(C(=O)CCCn2c(=O)[nH]c3ccsc3c2=O)CC1	-8.1%	4.3%	-3.4%	1.1%	0.8%	-5.5%&5.2%
COc1ccc(-c2nc(CN3CCC(C(=O)NC4CC4)CC3)c(C)o2)cc1OC	19.9%	1.6%	17.8%	-6.4%	-7.1%	-0.4%

Reprinted at random: four compounds from above, in no set order.
smiles	Pf growth 48h	LmPK inh	Pf growth 96h	Tb PYK inh	Sm TGR inh	HCV inh
Fc1ccc(/C=N/Nc2nc3ccccc3[nH]2)cc1F	0.657µM*	1.8%	0.522µM*	-2.7%	-4.9%	u
COc1ccc(NC(=O)c2cn(C)c(=O)c3cc(OC)c(OC)cc23)c(OC)c1	-26.9%	0.5%	21.5%	0.4%	8.1%	-12.0%
Cc1nc2ccccc2nc1N1CCCC1	62.1%[activator]	-1.1%	51.7%[activator]	-0.5%	-1.1%	2.2%
Cc1ccc(-c2c(C)sc3nc(CN4CCN(CC(=O)NC5CC5)CC4)[nH]c(=O)c23)cc1	10.4µM*	x	u	3.6%	-24.5%	-0.6%

Continued.
smiles	Pf growth 48h	LmPK inh	Pf growth 96h	Tb PYK inh	Sm TGR inh	HCV inh
O=C(Cn1ncc2c([nH]c3ccccc32)c1=O)NCCCN1CCN(c2ccccc2)CC1	-16.0%	3.6%	2.7%	-6.7%&-4.5%	0.9%&6.0%	-14.6%
O=C(CSc1nnnn1-c1ccc2c(c1)OCCO2)Nc1nc2c(s1)CCCC2	-24.7%	7.9%	u	-7.2%	-26.3%	u
O=S1(=O)CCOCCN1Cc1ccc(Cl)cc1Cl	38.9%	-0.5%	u	x	u	x
Cc1cc(OCc2cc(C(=O)N3CCC(Oc4cccnc4)CC3)no2)cc(C)c1Cl	-14.6%	-1.4%	36.5%	-1.7%	8.3%	u
CSC1=NCCN1C(=O)c1ccc(S(=O)(=O)N2CCCC2)cc1	3.6%	-3.7%	-13.4%	3.6%	-1.3%	8.2%
CCC(CC)c1nnc(NC(=O)c2cccc(S(=O)(=O)N3CCc4ccccc43)c2)s1	14.7µM*	0.1%	u	2.3%	-15.4%	17.0%
CC(C)(C)c1ccc2c(c1)C(=O)c1ccccc1C2=O	273.7%[activator]	u	354.9%[activator]	-24.7%	-9.3%	-2.2%
O=C(O)C1CC=CCC1C(=O)NCCc1csc(-c2ccccc2)n1 (stereo not given)	69.4%[activator]	-1.4%	67.0%[activator]	1.4%	-15.0%	6.6%
CC(=O)Nc1ccc(C(=O)CN2C(=O)NC3(CCOc4ccccc43)C2=O)c(F)c1 (stereo not given)	u	x	u	7.6%	-5.5%	8.9%
CC(OC(=O)Cc1ccc(Cl)cc1)C(=O)NCCC1=CCCCC1 (stereo not given)	13.9%	-0.2%	-0.2%	9.5%	2.0%	-5.9%
CC(=O)Oc1cccc(/C=c2\sc3nc(-c4ccco4)nn3c2=O)c1	-3.2%	20.3%	u	-10.0%	u	17.3%
Cc1ccc(C(=O)NC2CC(=O)N(c3ccc4c(c3)OCCO4)C2)cc1[N+](=O)[O-] (stereo not given)	-11.9%	x	8.3%	4.0%	6.8%	-3.6%

Remaining list, next part.
smiles	Pf growth 48h	LmPK inh	Pf growth 96h	Tb PYK inh	Sm TGR inh	HCV inh
CCOC(=O)C1CCN(C(=O)c2cccnc2Cl)CC1	42.8%[activator]	-3.0%	57.6%[activator]	0.1%	0.0%	2.2%
Cc1ccc(/C=C/c2nnc(-c3ccccc3)o2)cc1	126.5%[activator]	-15.7%	43.9%[activator]	-12.6%	5.6%	-1.0%
N/C(=N\OC(=O)Cc1ccccc1)c1ccc(Br)cc1	41.9%[activator]	-2.2%	9.1%	-7.9%	9.0%	-0.5%
O=C(CCCn1c(=O)[nH]c2cc(Cl)ccc2c1=O)N1CCC2(CC1)OCCO2	0.7%	1.8%	25.0%	1.7%	-13.4%	20.9%
Fc1ccc(CCN2CCN=C2Nc2ccccc2)cc1	u	x	u	3.3%	-15.2%	2.3%
CCC(CC)N1CCN(Cc2nc3ccccc3c(=O)n2-c2ccc(F)cc2)CC1	40.9%[activator]	1.1%	30.0%[activator]	-4.9%	6.1%	1.5%
CC(C)c1ccc(NC(=O)CCN2C(=O)[C@@H]3Cc4ccccc4CN3C2=O)cc1	u	5.3%	u	0.4%	3.2%	2.1%
C=CCN1C(=O)C(Cc2ccc(OCC)cc2)SC1=Nc1ccc(C(=O)O)cc1 (stereo not given)	-5.2%	-0.7%	u	-2.7%	-10.1%	4.6%
Cc1cc2nc3ccc(=[N+](C)C)cc-3sc2cc1N	0.037µM*	14.1µM*	0.0329µM*	u	u	3.16µM*
CCN(CC)S(=O)(=O)c1ccc(NC(=O)Cn2cnc3ccccc3c2=O)cc1	u	1.1%	x	-0.1%	-0.1%	-26.9%
C=CCn1c(COc2ccc(Cl)cc2)nnc1SCC(=O)N1CC(=O)Nc2ccccc21	u	2.6%	u	x	-12.3%	u
O=C(COC(=O)c1cccc(Br)c1)NCCC1=CCCCC1	31.7%[activator]	5.0%	-16.2%	-1.3%	3.2%	2.6%
CN(C)S(=O)(=O)N1CCC(Oc2cccc(C(=O)NC3CCCCCC3)c2)CC1	u	-6.2%	u	1.2%	-6.7%	2.82µM*
COc1ccc(-n2c(C)cc(C(=O)CSc3ccc(NC(C)=O)cc3)c2C)cc1	u	6.1%	-0.9%	-6.6%	-7.6%	-6.4%
Cn1cnnc1Sc1ccc(C(=O)OCC(=O)Nc2cc(Cl)cc(Cl)c2)cc1[N+](=O)[O-]	10.7%	0.8%	-10.5%	-10.7%	0.0%	-3.5%

From PubChem
